14-3-3 PPI: modulators of 14-3-3 gamma protein binding, primary screen, biochemical, fluorescence polarization; AID 422, 2006; FP, 14-3-3gamma / TMR-pS259-Raf peptide binding; 160,000 compounds, 0.19% hits; inhibition, % at 40 µM; in the data active = inhibition above about 30%;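 note: 0% = protein plus tracer without compound and 100% = blank with tracer alone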
Target sequence (P61981 whole entry, looked up): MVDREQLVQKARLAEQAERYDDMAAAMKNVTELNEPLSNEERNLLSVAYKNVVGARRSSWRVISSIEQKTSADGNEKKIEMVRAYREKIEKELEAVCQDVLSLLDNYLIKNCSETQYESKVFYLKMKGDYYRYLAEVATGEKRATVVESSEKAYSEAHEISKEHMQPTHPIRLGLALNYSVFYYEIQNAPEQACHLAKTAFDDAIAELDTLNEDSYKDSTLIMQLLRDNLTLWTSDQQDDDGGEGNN
* hit, by the source's call; & = joins results of further samples.

SMILES	14-3-3 PPI
CC(C)(C)c1ccc(-c2nnc(NC(=O)c3cccs3)s2)cc1	-10
CCCc1ccc(-c2ccc(C(=O)Nc3ccc(C)cc3C)cc2)nc1	-25
COC(=O)C1=C(C)NC(=S)NC1c1ccc(F)cc1 (stereo not given)	2
CCN(CC)CCN1C(=O)C(O)=C(C(=O)c2sc(C)nc2C)C1c1cccnc1 (stereo not given)	-13
CCOC(=O)CSc1nnnn1-c1ccc(C(=O)O)cc1	6
CC(C)NC(=O)c1cccc(Cn2cc(Cl)cn2)c1	1
COc1ccc(C(=O)Nc2ccc(N3CCN(c4ccc(OC)cc4)CC3)c(C#N)c2)cc1	-2
CC1=C(C(=O)Nc2cccc(F)c2)C(c2ccccc2C)C2=C(CC(C)(C)CC2=O)N1 (stereo not given)	6
O=C(NCc1ccccn1)c1cccs1	-3
CCn1nc(NC(=O)c2ccncc2)c2cc3ccc(C)cc3nc21	-7

Some of these compounds in order of molecular weight, descending:
SMILES	14-3-3 PPI
CC(C)(C)c1ccc(-c2nnc(NC(=O)c3cccs3)s2)cc1	-10
COC(=O)C1=C(C)NC(=S)NC1c1ccc(F)cc1 (stereo not given)	2
CC(C)NC(=O)c1cccc(Cn2cc(Cl)cn2)c1	1

Further entries.
SMILES	14-3-3 PPI
CCOC(=O)C1=C(C)Nc2ncnn2C1c1cc(Cl)ccc1OC(F)F (stereo not given)	-4
CCCC(=O)N1c2ccccc2C(Nc2ccccc2)CC1C (stereo not given)	2
COc1cc(OC)cc(C(=O)Nc2cccc(-c3nc4ncccc4o3)c2C)c1	-7
COc1cc(NC(=O)C2CCCC2)c(OC)cc1Cl	-9
Cc1cc(NC(=O)CSc2nc3ccccc3c(=O)n2CCCC(=O)NCc2ccco2)n[nH]1	-5
CSc1cccc(NC(=O)CCS(=O)(=O)c2cccc3nonc23)c1	-4
O=C(NC1CCCC1)C1CCCN(S(=O)(=O)N2CCCCCC2)C1 (stereo not given)	5
CCNC(=O)C(=O)NCC1CCCO1 (stereo not given)	3
CCC1Oc2ccccc2N(CC(=O)NCC2CCCO2)C1=O (stereo not given)	2
Cc1cc2ccccc2n1CCNC(=O)C1c2ccccc2Oc2ccccc21	-1
O=P(COCP(=O)(c1ccccc1)c1ccccc1)(c1ccccc1)c1ccccc1	-7
COc1ccc(CN2CC(C(=O)NCc3cccc(OC)c3)CC2=O)cc1 (stereo not given)	-7
CCSc1nnc2c(n1)OC(c1ccc(SC)cc1)N(C(=O)CC)c1ccccc1-2 (stereo not given)	3
Cc1ccc(N2C(=O)C3C4c5ccccc5C(C=Nc5cccc(C(=O)O)c5)(c5ccccc54)C3C2=O)cc1 (stereo not given)	-12
COc1ccc(CCNS(=O)(=O)c2cccc(C(=O)O)c2)cc1OC	5
Cc1ccc2c(c1)C1=C(C(c3ccccc3F)O2)C(c2ccccc2)n2ncnc2N1 (stereo not given)	-4
CC1(N2CCCCC2)CC2(O)C(=[N+]1[O-])CCC/C2=N\O (stereo not given)	2
Cc1onc(-c2ccccc2)c1C(=O)Nc1ccc(OC(C)C)cc1	0
Cc1cc(N2CCCCC2)nc2ccc(NC(=O)c3cccc(C(F)(F)F)c3)cc12	-5
CC1CCCC(C)N1Cc1cn2ccccc2n1 (stereo not given)	3

Given with bars between the fields: entries from further up
SMILES | 14-3-3 PPI
CCSc1nnc2c(n1)OC(c1ccc(SC)cc1)N(C(=O)CC)c1ccccc1-2 (stereo not given) | 3
Cc1ccc(N2C(=O)C3C4c5ccccc5C(C=Nc5cccc(C(=O)O)c5)(c5ccccc54)C3C2=O)cc1 (stereo not given) | -12

Remaining list, next part
SMILES	14-3-3 PPI
Cc1ccc2cc(C#N)c(NCc3ccco3)nc2c1	-13
O=C1c2cccc3c(NCCO)ccc(c23)C(=O)N1c1ccc(Cl)cc1	140*
CCCOc1cccc(C(=O)Nc2c[nH]c(=O)[nH]c2=O)c1	-2
COc1ccc(-c2nnc3n2N=C(c2cccc(Br)c2)CS3)cc1	-8
N#Cc1c(-c2ccccc2)no[n+]1[O-]	1
O=c1c2c(n3nnnc3n1Cc1ccccc1)-c1ccccc1CC21CCCCC1	-25
COc1ccc(OC)c2c1CCC2=O	-7
Cc1cc(NC(=O)C2CCCN(S(=O)(=O)c3c(C)noc3C)C2)no1 (stereo not given)	-3
O=c1c2ccccc2[nH]c(=S)n1CCN1CCN(Cc2ccccc2)CC1	0
Cc1ccc(S(=O)(=O)n2cnc3ccccc32)cc1C	-2

Part of the list above, with the structure last:
14-3-3 PPI | Structure
-13 | Cc1ccc2cc(C#N)c(NCc3ccco3)nc2c1
140* | O=C1c2cccc3c(NCCO)ccc(c23)C(=O)N1c1ccc(Cl)cc1
-2 | CCCOc1cccc(C(=O)Nc2c[nH]c(=O)[nH]c2=O)c1
-8 | COc1ccc(-c2nnc3n2N=C(c2cccc(Br)c2)CS3)cc1
1 | N#Cc1c(-c2ccccc2)no[n+]1[O-]
-25 | O=c1c2c(n3nnnc3n1Cc1ccccc1)-c1ccccc1CC21CCCCC1

(further entries)
SMILES	14-3-3 PPI
CCn1c(=O)cc(OCC(=O)Nc2ccccc2N2CCN(C)CC2)c2ccccc21	-1
CC(=O)c1ccc(-c2cc(O)cc3sc(=O)oc23)cc1	-7
COc1ccc(C(=O)C(CN2CCOCC2)c2ccccc2)cc1F (stereo not given)	-5
Cc1cc(C)n(CC2CC(=O)N(c3cc(Cl)cc(Cl)c3)C2=O)n1 (stereo not given)	4
CN(C)S(=O)(=O)c1cccc(C(=O)OCC(=O)Nc2ccccc2OC(F)F)c1	-5
CCOc1cccc2cc(C(=O)Nc3nccs3)c(=Nc3ccc(C)c(C)c3)oc12	-4
O=C(C1=C(O)C(=O)N(CC2CCCO2)C1c1cccnc1)c1ccco1 (stereo not given)	-8
O=C(O)c1cccnc1SC1CC(=O)N(c2ccc3c(c2)OCO3)C1=O (stereo not given)	-51
O=C(OCn1c(=O)oc2cc(Cl)ccc21)c1ccc(Cl)cc1	4
CSc1ccc(C2Nc3ccc(C(=O)c4ccccc4)cc3NC3=C2C(=O)CC(C)(C)C3)cc1 (stereo not given)	-15
CC(C(=O)NC1CCCC1)N(Cc1ccco1)C(=O)c1snc(C(=O)NC2CCCC2)c1N (stereo not given)	-3
CCOc1cc(N2CCOCC2)c(OCC)cc1NC(=O)Cc1ccc(OC)c(OC)c1	-7
O=C(Nc1nnc(-c2ccccc2)o1)Nc1ccccc1Cl	4
CCOC(=O)N1CCN(C(=O)CCc2c(C)nc3c(c(C)nn3-c3ccc(C)c(C)c3)c2C)CC1	-8
O=C(c1ccc([N+](=O)[O-])cc1Cl)n1cnc2ccccc21	0
CC(=O)NC1CSCC1OC(C)=O (stereo not given)	-5
CC(=O)N(C1=C(N(C)C)C(=O)c2ccccc2C1=O)c1cccc(I)c1	-14
COc1ccc(CNC(=O)CN(c2cc(C)cc(C)c2)S(=O)(=O)c2c(C)noc2C)cc1	-3
CC(=O)c1ccc(NC(=O)c2[nH]c(C)c(C(C)=O)c2C)cc1	-2
Cc1ccc(-n2nc3c(c2NC(=O)c2ccc(Br)o2)CS(=O)(=O)C3)c(C)c1	-10
CC(C)(C)c1ccc(Cn2nnc3c(=O)[nH]c(C4CCCN(C(=O)Cc5cccs5)C4)nc32)cc1 (stereo not given)	-2
FC(F)Oc1ccc(C2C=C(c3ccccc3)Nc3nnnn32)cc1 (stereo not given)	-2
CC1=C(C(=O)Nc2ccc(F)cc2)C(c2cccc(C)c2)n2nc(CCCO)nc2N1 (stereo not given)	3
CCCCN=CC1=C(O)C(C(=O)OC)C(C)(C)CC1=O (stereo not given)	-5
COc1ccc(-n2c(C=Cc3cccc4ccccc34)nc3ccccc3c2=O)cc1	0
Cc1ccc(NC(=O)c2ccc(F)c(S(=O)(=O)NCCc3ccccc3)c2)cc1F	-5
CCCCNC(=O)c1cc2cc3cc(OC)ccc3nc2o1	2
Cc1cc(C)cc(-n2ccnc2SCC(=O)NC2CCCC2)c1	31*
Cn1ccnc1SCC(=O)c1cc2ccccc2oc1=O	-14
O=C(c1ccccc1)N1CCN(S(=O)(=O)c2ccccc2)C1c1ccccc1 (stereo not given)	-1

Six neighbouring compounds from above, for reference:
SMILES	14-3-3 PPI
COc1ccc(-n2c(C=Cc3cccc4ccccc34)nc3ccccc3c2=O)cc1	0
Cc1ccc(NC(=O)c2ccc(F)c(S(=O)(=O)NCCc3ccccc3)c2)cc1F	-5
CCCCNC(=O)c1cc2cc3cc(OC)ccc3nc2o1	2
Cc1cc(C)cc(-n2ccnc2SCC(=O)NC2CCCC2)c1	31*
Cn1ccnc1SCC(=O)c1cc2ccccc2oc1=O	-14
O=C(c1ccccc1)N1CCN(S(=O)(=O)c2ccccc2)C1c1ccccc1 (stereo not given)	-1

(further entries)
SMILES	14-3-3 PPI
Fc1ccc(-c2csc(Nc3cccc4ccccc34)n2)cc1	-9
Clc1ccc(-c2nnc(NC3=NCCCCC3)o2)cc1	-4
CN1C2=C(C(=O)CC(C)(C)C2)C(c2ccc(OCc3ccc(F)cc3)cc2)C2=C1CC(C)(C)CC2=O	-3
O=C(CCC(=O)c1cccs1)Nc1nnc(C2CC2)s1	1
COC(=O)C(Sc1c[nH]c2ccccc12)(C(F)(F)F)C(F)(F)F	-9
CC1(C)Cc2noc(N)c2C(C)(C)N1O	-4
O=[N+]([O-])CC(SCCO)c1ccc(O)cc1 (stereo not given)	-2
COc1ccc(CNC(=O)CN2N=C(c3ccccc3)CCC2=O)c(OC)c1	-6
COc1ccc(OC)c(NS(=O)(=O)c2ccc3c(c2)CCN3C(C)=O)c1	-13
COc1ccc(-c2cc3nc4n(c(=O)c3s2)CCC4)cc1	0
CCOCCCNC(=O)c1ccc2c(c1)N(Cc1cccc(Cl)c1)C(=O)CS2	-8
CC(C)(C)c1ccc(C(=O)CC2(O)C(=O)N(Cc3ccccc3Cl)c3ccccc32)cc1 (stereo not given)	-16
O=C(CCC(=O)OCC(F)(F)C(F)F)Nc1ccccc1F	0
COc1ccc([N+](=O)[O-])cc1NC(=O)c1c(C)nn(-c2ccccc2)c1Cl	-6
COc1ccccc1N1CCN(c2ncc(C(=O)N3CCN(c4ccc(F)cc4)CC3)c3ccccc23)CC1	3
CC(C)CCn1c(=O)c2ccccc2n2c(COC(=O)c3ccc(S(=O)(=O)N(C)C)cc3)nnc12	-7
CC(C)(C)Cc1nc(-c2ccccn2)no1	-4
O=C(Nc1ccccc1C(=O)NCc1ccccc1)c1ccco1	-4
O=C(Cn1ccc2ccccc2c1=O)Nc1ccc(Oc2ccccc2)cc1	-5
O=C(N1CCCCC1)C1(c2ccccc2)CCOCC1	5
O=C(Cn1c(=O)[nH]c2ccsc2c1=O)N1CCN(c2ccc(F)cc2)CC1	-7
COc1ccc(N(CC(=O)Nc2cccc(C(=O)O)c2)S(=O)(=O)c2c(C)noc2C)cc1	0
Cc1nnc(SCC(=O)Nc2ccc(S(=O)(=O)N3CCCC3)cc2)n1N	-2
CC1CCCC(NC(=O)CSc2ncccc2C(=O)O)C1C (stereo not given)	-7
CCC(=O)N1c2ccccc2-c2nnc(SC)nc2OC1c1ccc(N(CC)CC)cc1 (stereo not given)	2
O=C(Nc1cccc(-c2nc3cc(Cl)ccc3o2)c1)C1CCCO1 (stereo not given)	-23
COc1ccc(C(=O)Oc2cccc3cccnc23)cc1Br	0
COC(=O)CN(c1cccc(C(C)=O)c1)S(C)(=O)=O	-7
O=C1c2ccccc2C(=O)c2cc(S(=O)(=O)Nc3ccccc3F)ccc21	-7
CC(C(=O)NCc1ccc2c(c1)OCO2)N(c1ccccc1)S(C)(=O)=O (stereo not given)	5
COc1ccc(C2=NN(CCC(=O)NCCc3ccccc3)C(=O)CC2)cc1	-4
CCOC(=O)c1c(CNc2ccncc2)n(C)c2cc(Br)c(OC(C)=O)cc12	-8
Cc1cc2c(=O)n(CC(=O)NCC(=O)NC3CCCCC3)cnc2s1	-3
Cc1cccc(NC(=O)CSc2nnc3scc(-c4ccccc4)n23)c1	-4
Cc1ccccc1NC(=O)COc1ccc([N+](=O)[O-])cc1	-7
CS(=O)(=O)NCCn1ccc2ccccc21	0
CCN(CC)C(=O)CN1C(=O)C2(Nc3ccccc3C(=O)N2Cc2ccccc2)c2ccccc21 (stereo not given)	-9
CC1CCC2C(=O)N(c3cccc(O)c3)C(=O)C2C1 (stereo not given)	-13
O=C(c1cc2c(=O)n3ccccc3nc2s1)N1CCN(Cc2ccccc2)CC1	0
CCCOc1ccc(C2C3=C(CC(C)(C)CC3=O)Nc3ccccc3N2C(=O)CC)cc1OC (stereo not given)	-3
O=C(C1CCCN1S(=O)(=O)c1cccs1)N1CCc2ccccc2C1 (stereo not given)	0
CCOC(=O)c1cc(CC)sc1NC(=O)COC	-6
CC1=C(C(=O)Nc2nc3ccccc3s2)C(c2ccc(N(C)C)cc2)C2=C(CC(C)(C)CC2=O)N1 (stereo not given)	-2
CCCCCn1c(=S)[nH]c2cc(C(=O)N3CCN(C)CC3)ccc2c1=O	-10
CCc1[nH]nc2c1C(c1cccnc1)C(C#N)=C(N)O2 (stereo not given)	-14
CCCCOc1ccc(N2CC(C(=O)NCC(C)C)CC2=O)cc1 (stereo not given)	-9
CC(=O)c1c(N)n(C)c(=O)n(C)c1=O	3
COc1cc(NC(=O)CN2CCCN(S(=O)(=O)c3ccc(F)cc3)CC2)cc(OC)c1	-2
Cc1ccc(S(=O)(=O)Cc2ccc(C(=O)N3CCN(Cc4ccccc4)CC3)o2)cc1	2
COc1ccccc1OCc1nc(Cc2ccc(Cl)cc2)no1	-12

(further entries)
SMILES	14-3-3 PPI
Cc1occc1-c1nnc(SCC(=O)N2CCOCC2)n1Cc1ccco1	-4
COc1ccc(C)cc1NC(=O)CN1CCN(c2ccccn2)CC1	2
COCCCNC(=O)c1ccc2c(c1)nc(C)n2-c1ccccc1OC	-138
CCOc1ccc(NC(=O)CSc2n[nH]c(=O)n2-c2ccccc2)cc1	-2
COc1ccc(NS(=O)(=O)c2cccc(C(=O)O)c2)cc1	-7&1
O=[N+]([O-])c1ccccc1Oc1c(F)c(F)nc(N2CCCC2)c1F	-4
COc1ccc(C2C(C(=O)N3CCOCC3)=C(C)Nc3nc4ccccc4n32)cc1 (stereo not given)	9
Cc1ccc2cc3cc(C(=O)N4CCC(C)CC4)oc3nc2c1	-6
COc1cc(S(=O)(=O)N2CCN(C34CC5CC(CC(C5)C3)C4)CC2)ccc1Cl	-7
COc1ccc(NC(C)=O)cc1NC(=O)CN1CCN(CC(=O)Nc2ccc(Cl)cc2)CC1	2
COc1ccccc1Nc1ncnc2[nH]ncc12	-1

A portion of the library. The share of hits here may be higher or lower than overall.
